# Hck-Nef inh = inhibitors of Nef-activated human Hck kinase, primary screen, biochemical, Z-Lyte FRET, 384-well, Hck-YEEI. Tyrosine-protein kinase HCK (Homo sapiens), P08631. Recombinant Hck-YEEI plus Nef, Z-Lyte FRET kinase assay. inhibition, % at 20 µM. 220,000 compounds, 0.68% hits. AID 463187, 2010;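 active = Hck-Nef kinase inhibition above about 50%, limit read from the data; inactive = inhibition below that limit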;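 also: 0% = DMSO with Hck plus Nef and 100% = Hck alone without Nef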
# PERK inhibitor = block of dimerizer-induced PERK translation repression, primary screen, PERK inhibitor project, CHO PERK-DD cells, SEAP luminescence, HTS; Eukaryotic translation initiation factor 2-alpha kinase 3 (Homo sapiens), Q9NZJ5; CHO PERK-DD fusion, SEAP luminescence translation reporter; inhibition, % at 5.6 µM; 220,000 compounds, 0.17% hits; AID 1416, 2008;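 active = inhibition above the mean inhibition of all tested compounds plus 3 SD, set separately per screening campaign, cut at about 2.9% in these data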;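 also: PERK kinase domain activated by AP20187 dimerizer at 100 nM; 0% = DMSO with dimerizer and 100% = rapamycin at 8.4 µM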
# Target sequence (Q9NZJ5 whole entry, looked up, the tested form may be a part): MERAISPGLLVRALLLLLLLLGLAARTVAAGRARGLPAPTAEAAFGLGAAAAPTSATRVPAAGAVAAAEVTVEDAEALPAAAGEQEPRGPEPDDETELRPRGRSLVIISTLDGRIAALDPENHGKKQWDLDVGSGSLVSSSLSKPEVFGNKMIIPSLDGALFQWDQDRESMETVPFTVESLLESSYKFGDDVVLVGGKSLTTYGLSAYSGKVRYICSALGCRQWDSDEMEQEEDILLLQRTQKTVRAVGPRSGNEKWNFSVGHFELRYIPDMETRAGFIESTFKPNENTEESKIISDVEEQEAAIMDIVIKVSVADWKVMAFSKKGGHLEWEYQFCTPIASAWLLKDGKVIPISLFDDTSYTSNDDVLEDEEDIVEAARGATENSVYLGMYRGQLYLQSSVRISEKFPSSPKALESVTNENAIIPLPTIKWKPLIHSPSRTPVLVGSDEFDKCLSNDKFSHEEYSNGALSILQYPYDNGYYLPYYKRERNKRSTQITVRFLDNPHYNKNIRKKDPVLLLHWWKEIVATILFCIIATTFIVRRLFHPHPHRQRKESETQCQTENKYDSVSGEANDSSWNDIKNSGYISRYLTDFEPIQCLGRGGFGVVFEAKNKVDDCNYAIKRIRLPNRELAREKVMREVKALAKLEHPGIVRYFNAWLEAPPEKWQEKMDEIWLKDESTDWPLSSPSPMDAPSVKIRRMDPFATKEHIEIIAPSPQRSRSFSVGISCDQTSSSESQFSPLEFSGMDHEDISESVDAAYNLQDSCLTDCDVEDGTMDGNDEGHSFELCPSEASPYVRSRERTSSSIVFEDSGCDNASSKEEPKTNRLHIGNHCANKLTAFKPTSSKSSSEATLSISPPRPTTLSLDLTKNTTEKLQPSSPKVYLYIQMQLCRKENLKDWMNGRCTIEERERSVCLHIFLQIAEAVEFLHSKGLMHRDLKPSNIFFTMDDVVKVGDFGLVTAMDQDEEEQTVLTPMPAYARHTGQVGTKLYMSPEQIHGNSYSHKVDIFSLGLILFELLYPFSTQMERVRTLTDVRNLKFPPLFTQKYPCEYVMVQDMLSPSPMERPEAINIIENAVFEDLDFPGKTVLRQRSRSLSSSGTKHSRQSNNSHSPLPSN
# Runt-SMMHC FRET = inhibitors of RUNX1 Runt–CBFb-SMMHC binding, primary screen, biochemical, FRET, Cerulean-Runt, Venus-CBFb-SMMHC, uHTS | Cerulean-Runt/Venus-CBFb-SMMHC FRET ratio 530/480, 1 h | inhibition, % at 20 µM | 220,000 compounds, 0.74% hits | AID 1434, 2008;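 active = mean inhibition across duplicate retests at 20 µM reaching about 50%, limit read from the data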;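 also: 0% = DMSO wells and 100% = wells with excess untagged CBFb-SMMHC; inhibitors lower the FRET ratio by blocking Runt binding to CBFb-SMMHC; some results filed as inactive read as strong as hits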
# L929 necroptosis = inhibitors of zVAD-triggered necroptosis, primary screen, L929 cells; viability rescue, % at 10 µM; 220,000 compounds, 0.38% hits; L929 zVAD necroptosis rescue, ATP luminescence, 24 h; with zVAD 60 µM;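 active = activation, scaled between plate controls, above about 75%, limit read from the data; inactive = activation under that limit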;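 also: 0% = zVAD with DMSO and 100% = DMSO alone without zVAD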
# Runt-CBFb FRET = inhibitors of RUNX1 Runt–CBFb binding, primary screen, biochemical, FRET, Cerulean-Runt, Venus-CBFb, uHTS; 220,000 compounds, 0.46% hits; Runt-related transcription factor 1 (Homo sapiens) + Core-binding factor subunit beta …; inhibition, % at 20 µM; Cerulean-Runt/Venus-CBFb FRET ratio 530/480, 1 h;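 active = inhibition over about 50% at 20 µM in the single-dose screen, limit read from the data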;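 also: 0% = DMSO wells and 100% = excess unlabeled CBFb competitor control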
#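 Assay system: Cerulean-Runt domain / Medium: Tris 50 mM pH 7.5, KCl, K2SO4, 0.01% BSA / Timing: protein complex preformed 1 h, compound exposure 1 h, room temperature, dark / Measured by: FRET, excitation 422 nm, emission at 530 and 480 nm / Evaluation: loss of energy transfer signal / Control set: 5 µM unlabeled CBFb as full-inhibition high control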
# RBBP9 inh = human RBBP9 inhibitors, primary screen, biochemical, fluorescence polarization, FP-Rh probe, HTS. inhibition, % at 7.94 µM. recombinant RBBP9. 220,000 compounds, 0.2% hits. Serine hydrolase RBBP9 (Homo sapiens), O75884. AID 1515, 2009;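 active = inhibition above the campaign mean of all tested compounds plus 3 SD, cut at about 14% in these data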;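 also: plate controls were DMSO wells with RBBP9 for no effect and wells lacking RBBP9 protein for full effect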
#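 Measured by – fluorescence polarization · Test system – RBBP9 protein · Input – 2.5 µM RBBP9 dispensing solution, before mixing · Measure – percent inhibition from mP, scaled between DMSO and no-protein wells · Benchmarks – DMSO-treated enzyme wells and wells lacking RBBP9 · Times – preincubation 30 min plus labeling 45 min at 25 °C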
# EP2 mod = EP2 receptor modulators, cAMP readout, primary screen, cell-based, HTRF cAMP, PGE2 stimulation. 260,000 compounds, 0.83% hits. induction, % at 25 µM. EP2-expressing cells, cAMP HTRF FRET, PGE2 co-stimulation. Prostaglandin E2 receptor EP2 subtype (Homo sapiens), P43116. AID 940, 2007;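 active = compounds whose cAMP rise, as percent of the full-agonist control response, exceeds 60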;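 also: rat C6 glioma line stably carrying human EP2 under a CMV promoter; the protocol text gives 20 µM as final concentration; 100% = response of wells given 1 µM PGE2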
# TNF necrop inh = inhibitors of TNF-alpha triggered necroptosis, primary screen, cell-based, Jurkat FADD-/-, single concentration; Jurkat FADD-/- TNF necroptosis rescue, ATP luminescence, 24 h; 0 = TNF only, 100 = no-TNF cells; activation (protection from cell death), % at 10 µM; 220,000 compounds, 0.068% hits; AID 463075, 2010;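 active = activation, meaning protection from cell death, of at least 50% relative to plate controls; inactive = activation below 50%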;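 also: necroptosis triggered by 40 ng/mL TNF-alpha added together with compound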
# EP2 antag = human EP2 receptor antagonists, primary screen, TR-FRET cAMP, C6 glioma cells; AID 1422, 2008; Prostaglandin E2 receptor EP2 subtype (Homo sapiens), P43116; inhibition, % at 25 µM; C6 glioma cells expressing human EP2; cells stimulated with saturating PGE2; 260,000 compounds, 0.52% hits;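 active = percent inhibition above 40 after rounding to a whole number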;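 also: rat C6 glioma host cells with rolipram phosphodiesterase inhibitor present; the protocol text gives 20 µM as final concentration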
# Active calls of the source: *; nt = not tested or not shown; & = joins results of further samples. This is a subset, so the mix of outcomes need not match the whole.
SMILES,Hck-Nef inh,PERK inhibitor,Runt-SMMHC FRET,L929 necroptosis,Runt-CBFb FRET,RBBP9 inh,EP2 mod,TNF necrop inh,EP2 antag
CCOC(=O)c1ccc(-n2c(CN3CCN(CC)CC3)nc3ccc([N+](=O)[O-])cc3c2=O)cc1,8,0.1,3,-0.9,-2,-2,13,0.7,11
CCN(CC)C(=O)Cn1cc(C(=O)C(=O)NCc2ccco2)c2ccccc21,7,0.1,1,-0.7,-2,-9,67*,-0.9,2
O=C(CCCCl)NC1=NN(c2ccccc2)C(=O)C1,0,1.6,2,-0.5,2,-4,-7&14,0.6,9&0
O=Cc1cccn1-c1ccc2ccccc2c1,8,0.4,-4,0.1,-1,-11,3,-1.9,4
COC(=O)COc1cc(Cl)c(C=O)cc1OC,18,0.6,-3,2.4,-2,-5,24,0.6,2
COCCN(CC(=O)Nc1ccccc1C)S(=O)(=O)c1ccc(S(=O)(=O)N2CCCC2)cc1,-21,1.0,4,0.1,-2,0,22,-0.5,nt
Cc1ccc(S(=O)(=O)N2CCN(CC(=O)N/N=C\c3cccnc3)CC2)cc1,-1,0.1,2,-0.2,0,-6,14,0.6,2
O=c1c2cc(NC(=S)NCCCN3CCC(Cc4ccccc4)CC3)ccc2nc2n1CCCCC2,-4,0.3,4,3.9,-36,5,-66,-5.0,5
Cc1ccccc1NC1=CC(=O)CC(C)(C)C1,6,0.5,-3,0.6,2,-7,14,-1.3,4
O=C(CSc1nnc2ccccn12)NNC(=O)c1ccc(Br)cc1,2,0.5,-4,1.3,1,3,15,-1.0,2
CCOC(=O)CSc1nc2ccccc2c(=O)n1CC1COc2ccccc2O1 (stereo unspecified),-2,0.8,-3,0.0,-6,-14,19,0.4,3
CCOC(=O)c1ccc(NC(=O)CSCCC(=O)O)cc1,18,1.5,0,0.8,-3,-2,29,0.3,5
CC(=O)N1CCN=C1SCc1ccc(Br)cc1,18,0.9,-7,2.6,0,-4,9,2.4,23
CC(=O)Nc1nnc(SCC(=O)N2CCCc3ccccc32)s1,17,0.5,1,-0.4,0,-2,-9,-1.6,5
CCOc1ccc(NC(=O)CSc2nc3ccccc3c(=O)n2CCCC(=O)NCCCN2CCCC2=O)cc1,24,0.5,-1,0.6,-2,-8,19,1.7,5
Cc1cc(C)nc(Nc2ccc(C)c([N+](=O)[O-])c2)n1,25,0.6,-1,3.4,-1,6,22,5.1,11
Cc1cccc(C)c1NC(=S)Nc1ccccc1C(=O)NCc1ccco1,-12,0.5,2,0.3,4,-1,8,-0.7,7
COCC(=O)Nc1ccc(OC)c(Cl)c1,-24,1.3,2,-0.1,2,3,10,0.7,2
O=S(=O)(NCc1cccnc1)c1cccc2cccnc12,1,0.2,-5,0.4,3,-6,12,-2.0,4
Cn1c2ccccc2c2c(C(=O)NCC3CCCO3)cn(C3CCCC3)c(=O)c21 (stereo unspecified),-3,-1.2,6,0.7,0,-10,-8,-0.2,16
CCOc1ccc(NC(=O)Cn2nnc(-c3ccccc3NC(=O)c3cccs3)n2)cc1,25,-0.8,-3,0.5,-2,-4,-63&-3,0.7,3&18
Cc1ccnc(NC(=O)CCCOc2ccccc2)c1,18,1.5,-2,0.8,-1,3,-80&-24,3.2,11&1
COc1ccc(-c2cc(C(F)(F)F)n3nc(C(=O)Nc4c(C)n(C)n(-c5ccccc5)c4=O)cc3n2)cc1,15,-0.1,nt,1.4,nt,2,4,-1.8,5
O=C(NCc1ccc(-c2csnn2)cc1)c1cc(Cl)cc(Cl)c1,12,-0.7,1,0.0,0,-8,-3,2.5,12
CC(C)c1ccc(N2CC(C(=O)Nc3nccs3)CC2=O)cc1 (stereo unspecified),1,1.1,-2,0.7,-1,5,7,1.6,6
O=C(NCc1ccccn1)c1cccn1-c1ncc(C(F)(F)F)cc1Cl,24,1.4,0,1.8,-1,5,22,0.7,6
CN(C)c1nc(NCc2ccccc2)nc(SCC(=O)Nc2ccc(Cl)c(Cl)c2)n1,2,1.0,2,0.7,-1,-1,49,-1.7,5
CCC(NC(=O)c1ccccc1NC(=O)c1ccco1)C(=O)NNC(=O)c1ccncc1 (stereo unspecified),-3,-0.1,-3,0.7,0,-7,19,1.3,10
Cc1ccc(NC(=O)C(C)N=C2NS(=O)(=O)c3ccccc32)cc1 (stereo unspecified),21,-0.2,0,1.2,1,4,32,1.1,4
CC(C)c1nnc(NC(=O)C2CCN(S(=O)(=O)c3ccc(-n4cnnn4)cc3)CC2)s1,20,0.3,-5,-1.9,0,-3,-20,1.0,5
COc1ccc([N+](=O)[O-])cc1C1NN=C(c2cccc3ccccc23)S1 (stereo unspecified),-18,-0.7,2,-0.7,1,-13,38,-5.4,9
Oc1c(N=NC(=S)Nc2ccccc2F)c2ccccc2n1Cc1cccc(Cl)c1,29,0.9,-10,-1.1,-4,-5,16,-1.3,4
CC1(C(=O)CSc2nc3ccccc3[nH]2)CCC(=O)O1 (stereo unspecified),-2,0.4,5,0.6,-5,1,-13,-0.9,3
Nc1nc(SCC(=O)NC2CCCC2)[nH]c(=O)c1NC(=O)c1cccs1,18,0.4,-1,-0.5,4,1,41,0.8,10
Cc1cc(NC(=O)CCCN2C(=O)c3cccnc3C2=O)ccc1Br,-9,1.1,0,1.6,0,-6,-24,-0.1,21
CC(NC(=O)NCc1cccnc1)(C(F)(F)F)C(F)(F)F,1,0.8,-1,-0.3,-25,-9,12,1.9,12
Cc1cccc(C)c1NC(=O)C(NC=O)c1ccccc1 (stereo unspecified),-1,0.3,1,-0.3,-1,-2,3,-2.9,10
CS(=O)(=O)N1CCN(Cc2ccc([N+](=O)[O-])cc2)CC1,27,0.6,-2,-1.3,0,-1,-6,0.6,7
Cc1ccc(-n2c(SCC(=O)N3CC(=O)Nc4ccccc43)nc3ccccc3c2=O)cc1,4,-0.2,0,0.1,-4,0,4,-2.9,6
O=C(Nc1nccs1)c1cccc(N2C(=O)C3C4C=CC(C4)C3C2=O)c1 (stereo unspecified),4,-0.5,2,78*,-3,-6,-24,11,10
CCn1c(SCC(=O)NCCc2ccccc2)nnc1C(C)C,21,1.2,0,1.3,-2,0,19,1.2,10
O=C(Nc1ccc(F)cc1)N1CCc2ccccc2C1,25,2.0,-4,-0.3,1,-3,-30,4.4,5
NC(=O)c1ccccc1OCC(=O)NS(=O)(=O)c1ccccc1,1,1.2,2,0.0,0,-11,17,0.4,10
O=C1C=C(NCc2ccco2)C2(CCCCC2)O1,2,2.0,0,-0.5,1,6,18,-1.1,11
O=C(N/N=C/c1ccc(N2CCOCC2)o1)c1cccc([N+](=O)[O-])c1,-3,0.1,38,0.1,8,-6,-28,-0.2,5
CN1CCN(C(=S)NC(=O)/C=C/c2cccc3ccccc23)CC1,2,-0.1,0,-0.8,0,1,-2,-2.1,8
O=C(Nc1ccc(Cl)cn1)c1ccc(-c2cc(Cl)ccc2Cl)o1,12,1.3,1,-0.1,0,-7,18,-2.6,nt
Cc1cc2cc(C(c3nnnn3CC3CCCO3)N3CCCc4ccccc43)c(=O)[nH]c2cc1C (stereo unspecified),3,0.2,28,0.2,41,-3,23,-2.7,0
CCSC(=O)NC12CC3CC(CC(C3)C1)C2,1,-0.8,-1,1.5,0,-5,-12,1.7,17
Cc1cc2c(Nc3ccccc3)ncnc2s1,-1,-0.3,3,0.4,-1,-6,-15,0.2,8
# (continued)
SMILES,Hck-Nef inh,PERK inhibitor,Runt-SMMHC FRET,L929 necroptosis,Runt-CBFb FRET,RBBP9 inh,EP2 mod,TNF necrop inh,EP2 antag
CCOCC(=O)Nc1cccc(NC(C)=O)c1,6,-0.9,-1,0.0,2,-8,2,-1.7,11
Oc1c(C(Nc2nccs2)c2ccc(C(F)(F)F)cc2)ccc2cccnc12 (stereo unspecified),-2,-1.2,-15,62,-4,-9,-2,-13,4
CCCOc1ccc(C(=O)NCC2OCCc3ccccc32)cc1OC (stereo unspecified),6,-0.2,-7,4.2,nt,3,-39,1.7,4
CC(C)(CO)CNC(=O)CCc1nnc(CCCc2ccccc2)o1,14,0.3,4,-0.1,1,-1,-37,0.9,3
CC(C)(C)OC(=O)C(C(=O)OC(C)(C)C)c1ccc(Cl)nn1,19,0.9,nt,2.1,nt,-5,21,-0.4,5
Cc1cccc(-n2c(CCc3ccccc3)nnc2SCC(=O)c2ccccc2)c1,7,-1.0,-2,nt,-6,-3,64*,2.7,8
O=C(O)c1nn(CC(=O)N2CCCCCC2)c(=O)c2ccccc12,14,1.5,0,2.7,0,-8,4,1.6,7
CCn1c(=O)c2cc(S(=O)(=O)NC3CCCCC3)ccc2n(CC)c1=O,0,-0.8,-1,-0.1,-2,-1,-4,0.4,7
CN(Cc1cccs1)C(=O)Cn1cnc2ccccc2c1=O,23,0.4,-1,2.6,1,3,1,1.7,4
CCN(CC)C(=O)C1(P(=O)(c2ccccc2)c2ccccc2)CCC1,0,-1.6,124,-0.2,3,-10,21,0.0,10
O=C(Nc1nccs1)c1ccc(COc2ccccc2Cl)o1,8,0.4,-2,3.1,4,-13,-54,1.1,8
Cc1ccc2nc(NC(=O)COC(=O)c3ccccn3)sc2c1,14,0.4,5,6.8,-1,-4,-7,-0.8,9
Cn1cnc(S(=O)(=O)NCc2ccccc2)c1,0,-0.3,2,nt,1,-7,9,0.8,11
Cc1cccc(N(CC(=O)N2CCN(c3ccc(F)cc3)CC2)S(C)(=O)=O)c1C,19,0.1,1,1.9,-1,0,-21,1.0,8

# Reprinted at random: 2 records from the list, in no set order.
SMILES,Hck-Nef inh,PERK inhibitor,Runt-SMMHC FRET,L929 necroptosis,Runt-CBFb FRET,RBBP9 inh,EP2 mod,TNF necrop inh,EP2 antag
O=C(Nc1nccs1)c1ccc(COc2ccccc2Cl)o1,8,0.4,-2,3.1,4,-13,-54,1.1,8
Cc1ccc2nc(NC(=O)COC(=O)c3ccccn3)sc2c1,14,0.4,5,6.8,-1,-4,-7,-0.8,9
